Source: PubChem (several laboratories)
Vif imaging – HIV Vif self-association inhibitors, primary screen, imaging, HEK293T, single point | HEK293T cells, Vif self-association by quenched fluorescence, 24 h | inhibition, % at 7.49 µM | 0.35% of 340,000 active; in the data active means inhibition above about 50%, passing the limit was not always enough; further: some results filed as inactive read as strong as hits
Glyco luc inh – increase of ERlucT glycosylation luciferase signal, primary screen, N-linked glycosylation inhibitor project, D54 ERlucT cells, luminescence, set 2. D54 ERlucT glycosylation luciferase reporter, 24 h; percent of 100 nM tunicamycin response. reporter increase, % at 12.5 µM. 0.23% of 360,000 active;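 active means mean luciferase reporter signal, scaled so untreated is 0 and the glycosylation-blocking control 100, at or above a set limit in every replicate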;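 further: luciferase carries N-glycosylation sites so blocking glycosylation raises the light; 0% = median of neutral control wells and 100% = median of 100 nM tunicamycin wells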
PDI inh – inhibitors of human PDI, primary screen, biochemical, turbidity, single point, plate reader; Protein disulfide-isomerase (Homo sapiens), P07237; PDI insulin aggregation turbidity, A650, 90 min; inhibition, % at 10 µM; 0.052% of 350,000 active; AID 588391, 2011;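 active means mean inhibition across replicates of 30% or more, whatever share of single replicates reach that level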;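 further: absorbance from insulin aggregation driven by PDI reduction with DTT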
MC4R antag cAMP – MC4R antagonists of cAMP signaling, primary screen, cell-based, TR-FRET, antagonist arm of biased-ligand search; Melanocortin receptor 4 (Homo sapiens), P32245; MC4R-expressing cells, MTII-stimulated cAMP, LANCE TR-FRET; inhibition, % at 6.5 µM; 0.48% of 360,000 active; AID 540295, 2011;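 active means inhibition above its plate's cutoff, the mean of tested wells on that plate plus 3 SD, cut at about 29% in these data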;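 further: 0% = Melanotan II alone and 100% = Melanotan II plus saturating MCL0020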
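Material: human MC4R-expressing U2OS cells. Probe or stimulus: Melanotan II challenge. Dosing: 6.5 µM single dose. Times: 30-min compound, 1-h challenge, 1-h detection, room temperature. Technique: TR-FRET with Eu-cAMP and labeled anti-cAMP, 671 nm. Replication: singlicate.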
ABCB6 inh MLPCN – ABCB6 transporter inhibitors, primary screen, K562-ABCB6 cells, flow cytometry, MLPCN library. AID 602162, 2011. K562-ABCB6 porphyrin accumulation, 1 h; active compounds read low. 0.19% of 360,000 active. fluorescence ratio to DMSO, % at 10 µM. ATP-binding cassette sub-family B member 6 (Homo sapiens), Q9NP58;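 active means fluorescence ratio to DMSO below 75%, the collection mean minus 3 SD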;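 further: signal is porphyrin accumulated inside mitochondria; 100% equals median channel fluorescence of DMSO control wells; lower ratio means ABCB6 inhibition with less porphyrin fluorescence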
Target sequence (Q9NP58 whole entry, looked up): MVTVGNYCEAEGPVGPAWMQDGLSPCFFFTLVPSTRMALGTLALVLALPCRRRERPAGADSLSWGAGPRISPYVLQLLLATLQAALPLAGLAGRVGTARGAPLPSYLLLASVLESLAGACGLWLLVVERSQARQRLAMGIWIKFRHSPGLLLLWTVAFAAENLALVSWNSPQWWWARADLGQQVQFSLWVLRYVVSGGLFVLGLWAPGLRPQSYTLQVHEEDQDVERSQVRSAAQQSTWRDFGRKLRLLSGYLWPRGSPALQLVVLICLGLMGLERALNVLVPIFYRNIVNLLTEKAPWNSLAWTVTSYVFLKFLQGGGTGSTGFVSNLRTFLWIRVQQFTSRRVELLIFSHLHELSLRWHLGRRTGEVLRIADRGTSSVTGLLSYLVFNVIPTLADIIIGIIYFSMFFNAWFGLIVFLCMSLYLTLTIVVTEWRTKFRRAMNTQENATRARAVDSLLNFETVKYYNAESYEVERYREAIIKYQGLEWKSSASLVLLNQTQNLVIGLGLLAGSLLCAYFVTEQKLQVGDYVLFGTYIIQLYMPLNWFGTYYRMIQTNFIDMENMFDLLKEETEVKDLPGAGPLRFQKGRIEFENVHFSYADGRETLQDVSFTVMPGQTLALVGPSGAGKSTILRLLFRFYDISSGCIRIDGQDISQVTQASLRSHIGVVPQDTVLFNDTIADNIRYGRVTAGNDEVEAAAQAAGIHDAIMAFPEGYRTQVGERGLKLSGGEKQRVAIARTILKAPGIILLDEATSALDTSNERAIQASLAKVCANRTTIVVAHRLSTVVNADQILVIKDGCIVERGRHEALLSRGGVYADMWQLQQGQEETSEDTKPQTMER
aDG glyco act – activators of alpha-DG glycosylation, primary screen, uHTS, Pro5-aDG cells, AlphaScreen; activation, % at 10 µM; 0.22% of 360,000 active; alpha-DG glycosylation AlphaScreen (IIH6); 0% Pro5, 100% B10-LARGE cell signal;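 active means activation of at least 8% versus controls, or a plate z-score of at least 8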;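 further: Pro5 are CHO cells carrying HIG-tagged alpha-DG that lacks glycosylation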
m5-HT2A agonist – mouse Htr2a agonists via beta-arrestin recruitment, primary screen, cell-based, luminescence | 5-hydroxytryptamine receptor 2A (Mus musculus), P35363 | 0.66% of 360,000 active | AID 624169, 2012 | CHO-K1 mHTR2A beta-arrestin complementation; percent of 30 µM serotonin response | activation, % at 7.6 µM;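 active means activation above a run cutoff, the mean activation of all tested compounds plus 3 SD, cut at about 14% in these data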;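 further: 0% = plate median of compound wells and 100% = 30 µM serotonin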
MC4R ag barr – MC4R agonists recruiting beta-arrestin, primary screen, cell-based, luminescence, agonist arm of biased-ligand search. 0.98% of 360,000 active. U2OS MC4R beta-arrestin complementation; percent of melanotan II response, DMSO zero. Melanocortin receptor 4 (Homo sapiens), P32245. activation, % at 8.9 µM. AID 540308, 2011;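 active means activation above a per-plate cutoff, the mean activation of sample wells on that plate plus 3 SD, cut at about 8% in these data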
Cardio protect – cardioprotection against H2O2-induced cell death, primary screen, uHTS, H9c2 cells, ATPLite luminescence. 0.63% of 360,000 active. H9c2 cardiomyocytes, H2O2 injury protection, 2 h. protection from H2O2 cell death, % at 20 µM;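 active means compounds giving at least 50% protection of heart cells from peroxide-induced death in the single-dose screen, raw or plate-pattern-corrected value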;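 further: 0% = DMSO wells with peroxide and 100% = DMSO wells without peroxide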
CaV13 ICDI inh – Disruptors of the CACNA1D IQ motif to Ca2+-dependent inactivation inhibitor domain association, primary screening, Förster resonance energy transfer in intact living …; HEK cells, CFP/YFP FRET ICDI-IQ, plate reader, 10 min; percent FRET-ratio fall versus neutral wells; inhibition, % at 12.3 µM; 0.098% of 340,000 active;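 active means mean replicate inhibition of at least 30% and at least 1% of replicates passing that level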;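 further: 0% = median of the neutral control wells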
Numbers without * were called inactive; x = not tested or not shown.

Molecule,Vif imaging,Glyco luc inh,PDI inh,MC4R antag cAMP,ABCB6 inh MLPCN,aDG glyco act,m5-HT2A agonist,MC4R ag barr,Cardio protect,CaV13 ICDI inh
Cc1nnc(C)n1N,9,2,-4,4,92,0.2,0,0.5,-6,-6
O=C(c1ccc([N+](=O)[O-])cc1)N1CCOCC1,13,2,-3,-1,100,-0.3,2,-0.1,2,-5
COc1ccc(C(=O)ON=C2CCN(c3ccc([N+](=O)[O-])cc3)CC2)cc1,7,2,-4,3,95,-0.1,2,-0.6,2,-3
Cn1nccc1NC(=O)Nc1cccc(Br)c1,-1,-2,-3,4,98,0.0,-10,1.8,-7,x
COc1ccc(C(c2nnnn2CC2CCCO2)N2CCC(C(N)=O)CC2)cc1 (stereo not drawn),-2,2,0,12,92,0.0,-5,0.2,1,-8
Oc1ccccc1-c1cc(-c2ccc3c(c2)OCCO3)n[nH]1,1,-19,-3,-3,99,0.5,-8,-1.4,-17,-7
Cc1cccc(C)c1NC(=O)CN(C)C(=O)Cc1cccc(C(F)(F)F)c1,-7,-1,-5,14,102,0.1,-8,-0.4,-2,-4
CCCOc1ccc(C2=NNC(=O)CC2)cc1,6,2,-2,-2,98,-0.2,3,-0.9,2,-3
C[C@@H]1CN([C@@H](C)CO)C(=O)CCCn2nncc2CO[C@@H]1CN(C)S(=O)(=O)c1cccc(C#N)c1,-5,3,-8,8,96,-0.1,-4,-2.8,4,-8
O=C(CCC(NC(=O)OCc1ccccc1)C(=O)O)OCc1ccccc1 (stereo not drawn),-3,1,4,7,99,-0.1,-1,-1.7,11,-20
COc1ccc(/C=N/N=C2\SC(CC(=O)O)C(=O)N2c2ccccc2)c(OC)c1 (stereo not drawn),-15,-1,-4,21,100,-0.2,-1,0.1,3,-3
CC(=O)Nc1ccc(-c2sc(Nc3cccc4ccccc34)n[n+]2-c2ccccc2)cc1,-3,6,-2,6,102,-0.1,-3,-0.1,-4,-7
CCOC(=O)N1CCN(C(=O)CN(c2ccc(Cl)c(C(F)(F)F)c2)S(C)(=O)=O)CC1,-13,-1,6,8,99,0.1,6,0.5,-3,2
Cc1cc(NC(=O)c2cccc(F)c2)no1,x,-1,-8,2,93,0.1,-1,-0.2,-2,x
O=C(C1=C(O)C(=O)N(CCOCCO)C1c1cccc([N+](=O)[O-])c1)c1cccs1 (stereo not drawn),15,4,0,-5,102,-0.1,1,0.8,-1,-6
O=C(Cn1nnc(-c2ccc(Cl)cc2)n1)NCc1ccco1,0,-1,-12,0,102,-0.2,-3,-0.2,2,2
CC(=O)N1CCN(C(=O)c2oc3ccccc3c2C)CC1,-7,2,-5,-2,97,0.2,-3,-3.4,1,x
Cc1ccc(CN(Cc2ccccc2)C(=S)Nc2ccccc2C)o1,2,-1,6,2,95,0.1,-9,-1.6,-4,3
COc1ccccc1-c1nc(-c2ccc(Br)cc2)no1,23,-4,-8,13,86,0.0,2,6.7,-15,-8
Nc1[nH]c(C(=O)c2ccc(Br)cc2)c(-c2ccc(Br)cc2)c1C(=O)NCCc1c[nH]c2ccccc12,x,x,x,x,131,0.0,-3,x,x,-8
COc1ccc(CCN2CCCn3c2nc2c3c(=O)n(C)c(=O)n2C)cc1OC,-3,0,-1,-2,95,0.0,-1,-0.2,19,-16
CC(CCc1ccco1)NC(=O)c1cc2c(-c3ccccc3F)nn(C)c2s1 (stereo not drawn),-15,0,9,17,100,-0.2,7,-0.3,14,-5
CCCC(C(=O)NC1CCCC1)N(Cc1ccccc1Cl)C(=O)c1snc(C(N)=O)c1N (stereo not drawn),28,-1,-5,13,99,-0.1,7,-0.6,10,-4
Nc1nc(SCC(=O)NC2CCCc3ccccc32)n[nH]1 (stereo not drawn),2,2,1,4,103,-0.1,-1,-0.7,0,-20
O=C(NC(=S)NCC1CCCO1)c1ccco1 (stereo not drawn),4,2,-3,-1,97,-0.2,2,-3.1,-1,6
O=C(c1ccc(S(=O)(=O)N2CCOCC2)cc1)N1CCc2ccccc21,-12,4,5,-5,96,0.1,8,-2.8,3,-3
COc1cccc(CN2CCC2(C)C(=O)Nc2cccc(NS(C)(=O)=O)c2)c1OC (stereo not drawn),x,-8,3,3,102,0.2,-9,0.1,4,-6
CCN(CC)S(=O)(=O)c1ccc(S(=O)(=O)N2CCN(CCC#N)CC2)cc1,-2,1,x,3,100,0.1,-1,0.7,10,-3
NCCSC1CC(=O)N(c2ccc(Cl)c(Cl)c2)C1=O (stereo not drawn),22,1,1,8,101,-0.1,5,1.6,2,-21
Cc1cc(C)nc(SSc2nc(C)cc(C)n2)n1,0,3,-12,1,95,0.1,1,-0.9,-6,-4
COc1cccc(NC(=O)N(C)C[C@@H]2OCc3cnnn3CCCC(=O)N([C@@H](C)CO)C[C@H]2C)c1,1,2,1,3,96,-0.1,-4,0.5,3,-6
CCOc1ccc(N2CC(C(=O)NCCc3c[nH]c4ccc(OC)cc34)CC2=O)cc1 (stereo not drawn),2,0,10,4,101,0.0,18*,-1.3,-4,-7
CCOC(=O)c1sc(NC(=O)CSc2n[nH]c(-c3ccc(Cl)cc3Cl)n2)c(C#N)c1C,-2,1,-3,5,93,0.8,0,1.8,-18,-4
Cn1c(=O)c2c(nc(Br)n2C)n(C)c1=O,x,2,9,8,192,0.2,-1,-1.4,9,-3
CCCc1c(C(=O)N/N=C/C2CC=CCC2)nnn1-c1nonc1N (stereo not drawn),4,-1,4,-6,90,0.1,1,3.1,-3,-10
O=C(CSc1n[nH]c(=O)n1-c1ccccc1)Nc1ccccc1C(F)(F)F,-5,0,1,3,100,-0.2,-1,-0.4,0,-4
Cc1cccc(Nc2nc(N)c([N+](=O)[O-])c(NCc3ccco3)n2)c1,16,-5,1,-10,89,-0.3,-6,-0.2,-7,-5
CC1(C)CC(=O)C2=C(C1)N(c1cccc(O)c1)C1=C(C2)C(=O)CC(C)(C)C1,x,0,-2,4,116,-0.1,-4,-2.8,3,x
O=C(NCCc1ccccc1)C1CCN(C(=O)c2sccc2-n2cccc2)CC1,-2,1,x,2,100,0.2,-3,0.1,9,-3
O=C(Nc1ccccc1Cl)c1cc2ccccc2o/c1=N\O,-8,-6,3,-5,100,1.2,-1,3.7,-4,-3
CCN(CC)S(=O)(=O)c1ccc(-c2nnc(SCC(=O)Nc3cc(OC)cc(OC)c3)o2)cc1,-6,1,0,-5,104,0.1,4,3.2,-4,-5
CCCCC(=O)Nc1c2c(nn1-c1cccc(C)c1C)CS(=O)(=O)C2,-4,4,0,-1,103,0.1,0,-0.5,-7,-2
Cc1coc2cc3oc(=O)c(CC(=O)N4C[C@H]5C[C@@H](C4)c4cccc(=O)n4C5)c(C)c3cc12,-2,1,x,15,102,0.0,0,-0.7,10,x
CN1CCN(c2ccc(CNC(=O)C3(C)Cc4c(-c5ccc6c(c5)OCO6)ccnc4O3)cc2)CC1 (stereo not drawn),11,-3,-3,-1,99,0.1,-8,-0.5,-8,-3
COc1cccc(CNc2nc(NCc3ccccc3)nc3ccsc23)c1,-2,-7,0,-9,100,0.7,-10,0.8,-24,-5
CCCCCn1c(=O)[nH]c2cc(C(=O)NCCN3CCC(C)CC3)ccc2c1=O,20,-9,-5,-8,103,0.4,-4,-0.7,2,x
CC1(C(=O)NS(=O)(=O)c2cccc(Cl)c2)CCN1C(=O)c1cccc2ccccc12 (stereo not drawn),1,1,1,11,93,-0.1,5,-1.3,-1,-8
O=C(CSc1nnc2c(n1)[nH]c1ccccc12)Nc1ccc2c(c1)OCO2,-4,0,13,-1,95,0.5,3,3.2,-5,-8
CCn1c(O)c(N=NC(=O)C2C(=O)NCC2c2ccccc2)c2ccccc21 (stereo not drawn),-1,4,13,4,98,0.0,0,-1.0,11,-9
Cc1c(C(=O)Nc2nnc(C(F)(F)F)s2)oc2ccccc12,1,2,-4,-1,100,0.4,5,-1.4,-15,-7
Cc1c(NC(=O)NCCN2C(=O)C3C4C=CC(C4)C3C2=O)c(=O)n(-c2ccccc2)n1C (stereo not drawn),-3,2,x,2,90,0.0,-3,-1.4,4,2
CC(=O)N(CC1CCCO1)c1nnc(-c2ccccn2)s1 (stereo not drawn),x,1,-2,5,95,0.0,0,-0.8,-10,2
Cc1cc(NC(=O)CSc2ccc3nnc(-c4ccc(Cl)cc4)n3n2)no1,x,5,-14,9,96,-0.2,13,-0.7,2,-4
CCc1nnc(NC(=O)Cn2nc(-c3ccc(OC)c(OC)c3)ccc2=O)s1,1,-1,-2,-3,94,0.5,6,-2.5,5,-5
O=C(CCN1C(=O)/C(=C/c2ccc(Cl)cc2)SC1=S)Nc1ccc(C(=O)O)cc1,7,1,-3,6,97,-0.1,6,-0.8,0,-16
Cc1nn(CC(=O)N2CCCC2)c(=O)c2nn(-c3ccccc3)c(C)c12,5,-1,-2,5,96,0.0,10,-2.0,4,-7
COc1ccc(Oc2cn[nH]c2-c2ccc(OC)cc2O)cc1,-9,2,-11,2,98,0.0,2,0.8,-13,-3
O=C(Nc1ccncc1)C1CCC(CNS(=O)(=O)c2cccc3nsnc23)CC1 (stereo not drawn),-12,-6,-1,9,102,0.1,-6,-1.4,-6,-6
CCOc1ccc(Br)cc1S(=O)(=O)Nc1ccc(S(=O)(=O)Nc2cc(C)on2)cc1,-2,1,-14,8,87,-0.2,-1,-1.6,3,-11

Whole records as entered above. Values in the order: Vif imaging	Glyco luc inh	PDI inh	MC4R antag cAMP	ABCB6 inh MLPCN	aDG glyco act	m5-HT2A agonist	MC4R ag barr	Cardio protect	CaV13 ICDI inh
CCCc1c(C(=O)N/N=C/C2CC=CCC2)nnn1-c1nonc1N (stereo not drawn) in the list: 4	-1	4	-6	90	0.1	1	3.1	-3	-10
Cc1nn(CC(=O)N2CCCC2)c(=O)c2nn(-c3ccccc3)c(C)c12 in the list: 5	-1	-2	5	96	0.0	10	-2.0	4	-7
